# 697 NFkB inh – lowers PMA/ionomycin-induced NF-kB signal in 697 B cells | 697 B-cell NF-kB luciferase reporter, 16 h | inhibition, % at 4 µM | hit rate 0.33% among 330,000; in the data active = inhibition above about 35%
# CHOP UPR activ – apoptotic UPR (CHOP) activation | activation, % at 10 µM | hit rate 0.34% among 330,000 | CHO-CHOP luciferase reporter, luminescence; percent of tunicamycin response over DMSO baseline;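 active = at 10 µM dose, activation of 40% or more, normalized to positive control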;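 also: 100% = tunicamycin at 10 µg/mL and 0% = DMSO alone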
#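 Assay system: CHO cells with stable CHOP pathway luciferase reporter; Buffer or medium: F12 plus 10% serum; Times: 16-18 h cell attachment, then 6 h compound exposure, 37 °C; Signal: luciferase luminescence; Read-out basis: percent activation relative to tunicamycin control; Control set: tunicamycin high control, DMSO low control.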
# tim23-1 inh – tim23-1 yeast growth inhibition. S. cerevisiae tim23-1 growth, BacTiter-Glo luminescence, 24 h. inhibition, % at 20 µM. hit rate 1.3% among 330,000;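 active = growth inhibition of the mutant yeast at or above 50%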;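 also: temperature-sensitive mutant grown at 25 °C; plate controls were DMSO-treated mutant yeast for no effect and medium wells lacking yeast for full effect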
# APJ agonist – activates the human apelin receptor APJ. P35414. CHO-K1 APJ PathHunter beta-arrestin, luminescence; 0% DMSO wells, 100% apelin. activation, % at 20 µM. hit rate 0.11% among 330,000;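 active = activation more than six SD over the plate average, tested at 20 µM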;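 also: 0% = DMSO alone and 100% = apelin-13 at 10 nM; some results filed as inactive read as strong as hits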
#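 Assay system: CHO-K1 APJ beta-arrestin complementation cell line / Compound: single test compound dose, 20 µM final, 1% DMSO / Times: overnight seeding, 90 min compound at 25 °C, 1 h detection / Technique: beta-gal luminescence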
# APJ antagonist – antagonists of human APJ apelin receptor. hit rate 0.32% among 330,000. inhibition, % at 20 µM. CHO-K1 APJ beta-arrestin complementation, luminescence. P35414;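 active = inhibition above about 40% at 20 µM, limit read from the data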;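 also: cells challenged with 10 nM apelin-13 agonist together with compound; plate controls were apelin-13 plus DMSO wells for no effect and DMSO wells lacking apelin-13 for full effect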
# UPR XBP1 act – adaptive UPR (XBP1) activation; CHO-XBP1 luciferase reporter, IRE1-XBP1 UPR activation, luminescence; percent of tunicamycin response, DMSO as zero; AID 463104; activation, % at 20 µM; hit rate 0.33% among 330,000;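 active = versus positive control, 20 µM dose yields 30% or more activation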;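 also: 100% = tunicamycin at 10 µg/mL and 0% = DMSO only wells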
#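 Material: CHO-XBP1 cells stably carrying IRE1-XBP1-driven luciferase reporter | Medium: F12 with 10% serum | Compound dosing: 20 µM single concentration, DMSO 1% | Incubation: Overnight seeding at 37 °C, 6 h compound treatment at 37 °C | Detection: Steady-Glo luminescence read | Read-out basis: % activation of reporter signal versus tunicamycin and DMSO controls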
# Jurkat NFkB inh – lowers PMA/ionomycin-induced NF-kB signal in Jurkat cells | PMA/ionomycin-induced NF-kB luciferase reporter, luminescence | inhibition, % at 4 µM | hit rate 0.53% among 330,000 | AID 435003; in the data active = inhibition above about 50%
# Mdm2-MdmX inh – disrupts the human Mdm2-MdmX interaction | O15151+Q00987 | SaOS-2 split-luciferase Mdm2/MdmX complementation, luminescence | inhibition, % at 8 µM | hit rate 3% among 330,000;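 active = inhibition of at least 50% at 8 µM in the primary screen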
# Target sequence (O15151 whole entry, looked up): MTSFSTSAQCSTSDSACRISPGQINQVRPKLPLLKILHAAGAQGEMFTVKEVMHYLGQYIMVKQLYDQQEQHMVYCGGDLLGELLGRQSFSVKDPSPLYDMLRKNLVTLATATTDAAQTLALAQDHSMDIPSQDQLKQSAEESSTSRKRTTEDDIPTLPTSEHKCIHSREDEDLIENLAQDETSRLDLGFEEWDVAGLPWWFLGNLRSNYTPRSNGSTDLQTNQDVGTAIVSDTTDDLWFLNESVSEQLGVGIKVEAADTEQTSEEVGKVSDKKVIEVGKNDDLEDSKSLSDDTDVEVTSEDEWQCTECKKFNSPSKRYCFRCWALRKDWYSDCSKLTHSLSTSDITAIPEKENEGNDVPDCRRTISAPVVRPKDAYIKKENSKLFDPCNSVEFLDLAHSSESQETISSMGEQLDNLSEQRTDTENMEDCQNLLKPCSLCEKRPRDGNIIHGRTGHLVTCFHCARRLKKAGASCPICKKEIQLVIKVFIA
# Target sequence (Q00987 whole entry, looked up): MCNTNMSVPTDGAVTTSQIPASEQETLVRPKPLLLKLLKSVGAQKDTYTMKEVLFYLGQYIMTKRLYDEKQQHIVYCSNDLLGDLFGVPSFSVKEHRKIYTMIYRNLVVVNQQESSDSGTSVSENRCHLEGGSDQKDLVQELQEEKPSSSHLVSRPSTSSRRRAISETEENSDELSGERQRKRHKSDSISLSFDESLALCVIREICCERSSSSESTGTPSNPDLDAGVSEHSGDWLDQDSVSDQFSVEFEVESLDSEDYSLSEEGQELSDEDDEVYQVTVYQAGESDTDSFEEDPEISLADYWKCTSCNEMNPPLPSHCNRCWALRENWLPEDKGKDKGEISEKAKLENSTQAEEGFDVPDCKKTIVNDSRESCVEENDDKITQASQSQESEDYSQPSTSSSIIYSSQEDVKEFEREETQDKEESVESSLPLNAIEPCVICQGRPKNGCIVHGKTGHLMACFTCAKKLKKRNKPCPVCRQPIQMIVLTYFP
# * hit, by the source's call; . = no result given.
SMILES,697 NFkB inh,CHOP UPR activ,tim23-1 inh,APJ agonist,APJ antagonist,UPR XBP1 act,Jurkat NFkB inh,Mdm2-MdmX inh
O=C1c2ccccc2CC1(Cc1ccccc1)Cc1ccccc1,-3,2.3,3,-7,10,-2,-6,23
Cc1nn(CC(=O)O)c(C)c1Cl,-9,-1.3,8,-1,15,4,-3,17
COCCOC(=O)/C(C#N)=C/c1cn(Cc2ccccc2)nc1-c1cccnc1,8,-1.0,20,-4,2,-2,5,13
CCCn1c(=O)c2ccccc2n2c(SCC(=O)c3ccccc3)nnc12,17,-0.8,9,-5,7,2,17,16
O=C1NC(=Nc2ccc(Cl)cc2)SC1Cc1cc(Cl)ccc1Cl (centres undefined),27,-1.9,9,-2,-3,1,13,2
CCCCn1c(N)c(N(CCOC)C(=O)c2cc(-c3ccc(C)cc3)nc3ccccc23)c(=O)[nH]c1=O,-10,1.0,3,-1,6,0,0,-18
Cc1ccnc(SCc2cc(=O)c(OC(=O)c3ccc(S(=O)(=O)N(C)C)cc3)co2)n1,19,5.7,6,2,16,1,20,9
CCN1C(=O)c2ccccc2S(=O)c2ccc(C(=O)N3CCOCC3)cc21 (centres undefined),-5,0.3,4,-1,-21,0,-5,-8
COC(=O)CN1C(=S)N(c2ccc(Cl)cc2)C(=O)C1CC(=O)Nc1ccc(Cl)cc1 (centres undefined),13,1.4,-13,-2,-16,-6,-10,24
Cc1ccc(NC(=O)N2CCC(C(N)=O)CC2)cc1,1,-1.1,5,3,-2,-2,-3,13
O=C(c1cc(Br)c(Br)s1)N1CCN(c2ccccn2)CC1,-15,0.6,22,6,-7,-8,6,-26
O=S(=O)(c1ccc(Cl)cc1)N1CCN(C(=S)NCC2CCCO2)CC1 (centres undefined),20,-0.5,15,-7,0,-2,13,22
O=c1cc(C(F)(F)F)[nH]c2c(OC(F)(F)F)cccc12,13,0.6,5,1,-5,-1,5,-8
Cc1cc(C)n(CCC(=O)N=Nc2c(O)[nH]c3ccc(Br)cc23)n1,-9,0.5,18,-3,2,-2,12,-42
CC1CCN(CCOCCOc2ccc(Cl)cc2Br)CC1,5,0.2,-1,-1,9,-4,2,13
COc1ccc(CC(=O)NNC(=S)Nc2ccc(Br)cc2)cc1,0,-0.7,17,-7,12,-1,-8,-2
Cc1ccc(CNCc2cccnc2)s1,7,-1.9,-1,-2,3,-5,6,11
Cc1ccccc1NC(=O)C1c2cccc[n+]2CC(=O)N1Cc1ccc2c(c1)OCO2 (centres undefined),-14,-3.7,27,-1,17,-2,-15,3
O=C(c1ccc(=O)[nH]n1)N1CCN(S(=O)(=O)c2ccc(C(F)(F)F)cc2)CC1,6,-0.9,10,-2,-10,-2,-2,2
CC1=CC(c2ccccc2)n2nc(N)nc2N1 (centres undefined),-4,-1.5,-8,-7,-54,4,-3,10
CCCCN=C1NN=C(c2ccc3c(c2)OCCO3)CS1,-74,1.6,24,-3,3,-7,-34,-39
CCc1nc2c(cnn2-c2ccc(F)cc2)c(=O)n1-c1ccc(N2CCC(C)CC2)cc1,-1,0.2,5,1,-22,-3,14,47
O=C(CC1S/C(=N/N=C/c2cccnc2)NC1=O)Nc1ccccc1 (centres undefined),7,1.1,1,-5,1,-1,6,4
COCCN(C(=O)CCC(=O)Nc1cc(C)on1)C(C(=O)NC(C)(C)C)c1ccc(OC)cc1 (centres undefined),-3,0.3,12,-2,-3,3,-7,7
COc1cccc(C2/C(=C(\O)c3ccc4c(c3)OCCO4)C(=O)C(=O)N2c2nnc(C)s2)c1 (centres undefined),-21,0.5,-3,-2,6,-3,-4,20

# Profiles, looked up by structure. Order of values: 697 NFkB inh, CHOP UPR activ, tim23-1 inh, APJ agonist, APJ antagonist, UPR XBP1 act, Jurkat NFkB inh, Mdm2-MdmX inh
# CCN1C(=O)c2ccccc2S(=O)c2ccc(C(=O)N3CCOCC3)cc21 (centres undefined) in the list: -5, 0.3, 4, -1, -21, 0, -5, -8
# O=c1cc(C(F)(F)F)[nH]c2c(OC(F)(F)F)cccc12 in the list: 13, 0.6, 5, 1, -5, -1, 5, -8
# O=C1NC(=Nc2ccc(Cl)cc2)SC1Cc1cc(Cl)ccc1Cl (centres undefined) in the list: 27, -1.9, 9, -2, -3, 1, 13, 2
# Cc1cc(C)n(CCC(=O)N=Nc2c(O)[nH]c3ccc(Br)cc23)n1 in the list: -9, 0.5, 18, -3, 2, -2, 12, -42

# Remaining list, next part.
SMILES,697 NFkB inh,CHOP UPR activ,tim23-1 inh,APJ agonist,APJ antagonist,UPR XBP1 act,Jurkat NFkB inh,Mdm2-MdmX inh
CCCCSc1nnc(CSc2ncccn2)n1C,-4,1.1,1,-2,-20,-1,-17,4
Cc1ccc(S(=O)(=O)NCCc2nnc3ccc(SCC(=O)Nc4nc5ccccc5s4)nn23)cc1,-1,0.3,8,-2,-3,-2,-1,18
C/C(=N\NC(=S)Nc1c(C)cccc1C)c1ccc(O)cc1,3,0.9,27,-3,-9,0,-1,-39
COc1ccc(NC(=O)CN2CCCC(C)C2)c([N+](=O)[O-])c1 (centres undefined),-7,3.4,-3,2,1,2,-18,4
COc1ccc(NC(=O)N2CCC(C(=O)c3ccc(F)cc3)CC2)cc1,-16,-0.1,32,9,0,0,9,-2
CN(c1ccccc1)S(=O)(=O)c1ccc(C(=O)N2CCCC2)cc1,12,-0.7,-3,-3,9,-3,1,8
O=C(Cc1coc2cc(O)ccc12)NNC(=O)c1cccs1,2,-1.0,-6,1,-4,6,-20,4
COc1ccc(OC)c(NC(=O)CCCN2C(=S)NC(C)(C)CC2C)c1 (centres undefined),-54,1.5,-2,2,-14,0,6,0
COc1cc2c(cc1OC)CN(C(=O)CN1C(=O)NC3(CCCCC3C)C1=O)CC2 (centres undefined),12,-1.6,4,-6,7,-3,-2,19
Cc1ccc(N=c2oc3cc(O)ccc3cc2C(N)=O)cc1,-142,-0.4,28,1,9,1,0,84*
O=C(CCCC(=O)c1ccccc1)Nc1ccc(F)cc1,4,2.5,-1,-1,6,2,9,-17
Cc1ccc2[nH]c(C(=O)N3CCN(c4cccc(Cl)c4)CC3)cc2c1,-20,0.8,7,-2,-28,-1,-9,-5
CCOC(=O)N1CCN(CC(O)COc2ccccc2[N+](=O)[O-])CC1 (centres undefined),2,2.6,-7,-1,-12,-4,-1,0
COc1ccc2[nH]c3c(c2c1)CCN1C(=O)C(CC(=O)NCCN2CCOCC2)C[C@H](C(=O)N2CCCCC2)[C@@]31CCc1ccccc1 (some centres undefined),-10,2.2,22,.,.,3,.,6
CCn1nnc(NC(=O)COc2cc(C)ccc2C(C)C)n1,5,-0.3,22,-1,10,1,-3,-14
COc1ccc(S[C@@H](CCN2CC[C@H](O)CCC2=O)c2ccccc2)cc1,6,0.7,-7,-1,-15,-1,-21,-16
CCc1nc(CN(C)C(=O)C2CCC(=O)N(CCc3cccc(F)c3)C2)no1 (centres undefined),15,1.5,0,1,13,0,10,16
N#CC1=C(N)N=C(SCc2ccccc2)C(C(N)=O)C12CCCCC2 (centres undefined),16,-0.6,15,-3,5,-1,-2,-4
CCOC(=O)c1cccc(Nc2ncnc3ccccc23)c1,-13,-1.5,25,0,0,0,-24,21
COc1ccc(NC(=O)CN(C)C(=O)c2ccc(=O)[nH]c2)cc1,-5,2.1,1,1,4,2,-5,-9
CCC(C(=O)NC1CCCCC1)n1c2ccccc2c2nc(=O)cc(C)n21 (centres undefined),-8,2.0,4,-5,3,-4,-2,27
COc1ccc(C(=O)n2nc(C)cc2C)cc1Br,-14,-1.4,2,-2,11,2,-3,-3
COc1ccc(-c2cn3cc(Cl)ccc3n2)cc1OC,-116,5.5,24,2,13,6,-74,-7
COc1cc(Cl)c(C)cc1NC(=O)COc1ccc(C)nc1[N+](=O)[O-],-82,7.2,18,5,11,5,-94,23
COC(=O)C1C(=O)NC(SC)=C(C#N)C1c1ccccc1 (centres undefined),-4,4.7,12,-3,4,-2,-5,-16

# Entries listed so far printed as active in Mdm2-MdmX inh.
SMILES | 697 NFkB inh | APJ antagonist | Jurkat NFkB inh | Mdm2-MdmX inh
Cc1ccc(N=c2oc3cc(O)ccc3cc2C(N)=O)cc1 | -142 | 9 | 0 | 84*

# (listing goes on)
SMILES,697 NFkB inh,CHOP UPR activ,tim23-1 inh,APJ agonist,APJ antagonist,UPR XBP1 act,Jurkat NFkB inh,Mdm2-MdmX inh
CCCNC(=O)CCc1c(C)nc2c(c(C)nn2-c2ccccc2)c1C,-19,-1.7,10,2,-3,2,-30,-17
Cc1cc(C)cc(NC(=O)[C@H](Cc2c[nH]c3ccccc23)NC(=O)[C@@H]2Cc3ccccc3CN2)c1,-17,-0.9,14,-2,17,24,-10,60*
N#C/C(=C\N1CCOCC1)C(N)=O,9,0.5,-6,-4,-5,0,12,-1
N#Cc1ccccc1NC(=O)CC1CCCCC1,6,3.3,9,-3,11,-2,-4,-24
CSc1cccc(NC(=O)CCC(=O)O)c1,-5,0.2,6,-1,9,-3,-26,8
COC(=O)c1sccc1NS(=O)(=O)c1ccccc1,7,1.6,20,-3,-2,-4,4,23
CC1CCCN(c2ccc(C(=O)NCC3CCCO3)cn2)C1 (centres undefined),-14,1.7,-1,-1,4,4,-39,13
CC(NC(=O)COC(=O)c1c[nH]c2ccccc12)c1ccccc1 (centres undefined),3,-1.9,2,-3,-3,-1,6,1
CC(C)(C)NC(=O)COC(=O)c1ccc(O)cc1,13,0.8,1,-3,-3,-1,-4,-1
O=C(COC(=O)c1cn(-c2ccccc2)nc1-c1cccs1)NC1CC1,4,0.6,0,-1,-4,4,27,-1
O=C(NCc1cccnc1)c1cccc(C(F)(F)F)c1,-1,0.2,10,-1,-12,-1,7,-22
O=C(Cn1nc(C(F)(F)F)c2c1CCCC2)N1CCOCC1,-13,0.8,9,-3,-10,-2,-15,4
CCC(=O)Nc1cc2c(C)cc(=O)oc2cc1C,19,0.3,5,-5,12,-2,-1,-5
COc1ccc(-n2ccnc(SCC(=O)NC3CCCC3)c2=O)cc1OC,-6,0.8,11,2,-1,-1,13,15
Cn1cc(CN2CCCC(CO)(Cc3cccc(Cl)c3)C2)cn1 (centres undefined),8,-0.8,-26,-3,-10,2,-3,8
CN(C)c1ccc(NC(=O)CSc2nnc(C3CCCCC3)n2N)cc1,6,4.6,-4,-2,-13,-2,10,-5
O=C(CSc1n[nH]c(=O)[nH]c1=O)Nc1cccc(S(=O)(=O)N2CCOCC2)c1,-1,-1.2,16,-2,13,-3,1,-15
O=C(CNS(=O)(=O)c1ccc(Br)cc1)NCc1cccnc1,6,-0.2,-2,0,0,0,-11,-1
CCOC(=O)c1cnn(-c2ccccc2)c1-n1cccc1C(=O)C(=O)Nc1ccccc1C(F)(F)F,-13,-1.9,32,-1,5,-6,-2,9
COc1cccc(C(=O)NCC(=O)N/N=C(\C)Cc2ccccc2)c1,9,1.4,7,-4,-29,2,2,-3
O=C(c1ccc(Cl)cc1)[C@@H]1[C@@H]2C(=O)N(c3cccc4ccccc34)C(=O)[C@@H]2C2c3ccccc3C=NN21 (some centres undefined),7,-2.0,19,-1,9,-3,-2,-21
COC(=O)c1ccc(Nc2cc(C)nc(-c3ccccc3O)n2)cc1,15,-1.6,4,3,-44,1,-18,5
Cc1cc(=O)c2cc3nc(-c4cccnc4)oc3c(Br)c2o1,-59,7.3,-10,3,11,6,-85,0
CC(=O)Nc1ccc(NCN2C(=O)[C@@H]3[C@H]4CC[C@H](C4)[C@@H]3C2=O)cc1,6,0.9,10,0,-1,-1,5,10
CCNc1nc(N)nc(-c2cc(Cl)ccc2OC)n1,2,-2.9,13,0,-10,-3,12,-1

# An excerpt from above in order of the APJ antagonist value, highest first:
compound	APJ antagonist
O=C(COC(=O)c1cn(-c2ccccc2)nc1-c1cccs1)NC1CC1	-4
N#C/C(=C\N1CCOCC1)C(N)=O	-5
O=C(Cn1nc(C(F)(F)F)c2c1CCCC2)N1CCOCC1	-10

# Screening results as filed in PubChem.

# Compounds were not picked by outcome, and some 5% of all compounds hit somewhere here.
